# Mito fusion yeast: qHTS Assay for Small Molecule Inhibitors of Mitochondrial Division or Activators of Mitochondrial Fusion; S. cerevisiae fusion-defective mutant growth rescue, CellTiterGlo 48 h; 320,000 tested, 0.23% active; Potency, µM (series often up to 46.1 µM), without a hit: at the top dose growth rescue (activation), usual class: activators; AID 485298, 2010;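 also: potency is read from the fitted curve at half-maximal effect; % of control where 0% means no effect; nearly all actives have a fitted effect of over 45% in size; temperature-sensitive fusion mutants such as fzo1-1 at 37 °C on non-fermentable ethanol glycerol medium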
#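 S. cerevisiae fusion-defective temperature-sensitive mutants (e.g. fzo1-1, mgm1-5) grown 48 h at 37C in YPEG (ethanol/glycerol non-fermentable) medium with 23 nl compound per well; growth rescue read as CellTiterGlo luminescence.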
# ELG1 DNA repair: qHTS screen for small molecules that inhibit ELG1-dependent DNA repair in human embryonic kidney (HEK293T) cells expressing luciferase-tagged ELG1; HEK293T ELG1-luciferase reporter, luminescence, 16 h; DNA damage induced by 5-fluorouridine; Potency, µM (highest dose often 46.1 µM), for inactives: at the highest dose activity change, negative = inhibition, actives largely listed as inhibitors; 330,000 tested, 2.3% active; also: potency is read from the fitted curve at half-maximal effect; % is scaled to controls: 0 for no effect and ±100 for the full control effect; nearly all actives have a fitted effect of over 55% in size
#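 Reporter activity after DNA damage by 5-fluorouridine is monitored. Compound-treated cells incubate 16 hr at 37 °C, then ONE-Glo is added for 30 min before luminescence reading.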
# ASM inhibitor: Inhibitors of Secretory Acid Sphingomyelinase (S-ASM): qHTS | Potency, µM (top dose mostly 57.5 µM), for the others: at the top dose activity change, negative = inhibition, hits mostly inhibitors | Sphingomyelin phosphodiesterase (Homo sapiens), P17405 | 340,000 tested, 0.006% active | placental ASM, HMU-PC fluorogenic substrate, 60 min; also: potency is read from the fitted curve at half-maximal effect
#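 Human placenta-derived ASM enzyme was preincubated with compound for 10 minutes at room temperature, then given fluorogenic substrate HMU-PC0 (9 uM final) for 60 minutes at 37 °C; a pH 10 stop preceded fluorescence reading at Ex 386/Em 447 nm.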
# TSHR antag: Antagonists of the Thyroid Stimulating Hormone Receptor: HTS campaign. TSHR-expressing cells, TSH-stimulated cAMP HTRF, 2 h; hits give low values. 330,000 tested, 0.2% active. Thyrotropin receptor (Homo sapiens), P16473. activity change, negative = inhibition, % at 11.5 µM. AID 504810, 2011;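 active = activity change below a set negative limit, meaning inhibition stronger than a set level, cut at about -70% in these data; inconclusive = activity change between two set negative limits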; also: % is scaled to controls: 0 for no effect and ±100 for the full control effect
# Target sequence (P16473 whole entry, looked up): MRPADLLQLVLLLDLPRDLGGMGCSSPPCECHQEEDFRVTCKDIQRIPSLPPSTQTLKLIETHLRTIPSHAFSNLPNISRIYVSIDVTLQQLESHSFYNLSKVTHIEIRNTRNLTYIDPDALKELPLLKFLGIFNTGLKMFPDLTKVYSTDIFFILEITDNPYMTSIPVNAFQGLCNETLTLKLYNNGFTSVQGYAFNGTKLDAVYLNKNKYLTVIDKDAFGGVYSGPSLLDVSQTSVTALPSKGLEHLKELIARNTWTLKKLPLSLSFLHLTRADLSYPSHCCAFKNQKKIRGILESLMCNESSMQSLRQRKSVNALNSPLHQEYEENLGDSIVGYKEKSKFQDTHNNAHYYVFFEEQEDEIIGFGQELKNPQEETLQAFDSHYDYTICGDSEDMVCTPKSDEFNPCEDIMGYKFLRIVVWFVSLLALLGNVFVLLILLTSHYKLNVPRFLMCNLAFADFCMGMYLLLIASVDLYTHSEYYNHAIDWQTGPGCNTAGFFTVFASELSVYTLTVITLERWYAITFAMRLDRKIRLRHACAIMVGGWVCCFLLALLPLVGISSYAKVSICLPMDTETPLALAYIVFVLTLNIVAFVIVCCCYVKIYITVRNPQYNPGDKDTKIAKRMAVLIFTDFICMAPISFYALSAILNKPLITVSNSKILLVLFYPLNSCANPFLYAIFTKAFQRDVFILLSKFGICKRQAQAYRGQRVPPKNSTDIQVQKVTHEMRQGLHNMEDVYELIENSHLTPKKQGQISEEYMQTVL
#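 Antagonism was scored as loss of TSH-driven cAMP in TSHR cells, stimulated with 4nM TSH (EC80) for 2 hours at 37 deg C and detected by homogeneous HTRF competition immunoassay.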
# a7 integrin act: qHTS for Activators of Integrin-Mediated Alleviation for Muscular Dystrophy. alpha7betagal myoblasts, beta-gal FDG fluorescence, 48 h. Potency, µM (top dose mostly 38.3 µM), inactives show at the highest dose activation, usual class: activators. 350,000 tested, 0.064% active;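 also: potency is read from the fitted curve at half-maximal effect; 100% = response of the positive control SU9516; nearly all actives have a fitted effect of over 60% in size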
#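 alpha7betagal+/- myoblasts (passage 13, 250/well) treated 48 h at 37C with compounds at 1:260 dilution of DMSO stock. Lysed, then beta-galactosidase activity read as FDG fluorescence (ex 480/em 540) after 30 min, with pre-read for autofluorescence.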
# PTAP TSG101 blk: qHTS Assay for Iinhibitors of HIV-1 Budding by Blocking the Interaction of PTAP/TSG101 | Tumor susceptibility gene 101 protein (Homo sapiens), Q99816 | 340,000 tested, under 10 active | Potency, µM (doses to about 115 µM), for the others: at the top dose activity change, negative = inhibition, actives largely listed as inhibitors | Fluorescence polarization, FITC-PTAP peptide / Tsg101 binding; active = well fitted inhibition curve with a large enough effect in the main read-out, with a control signal flat, not every such curve was filed as active; inconclusive = small, poorly fitted or top-dose-only effect, or effect the other way, or a change in a side signal; inactive = no such curve, though single readings can be large or run the other way; also: potency is read from the fitted curve at half-maximal effect; % of control where 0% means no effect
#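 Fluorescence polarization binding of Tsg101 binding domain (10 uM final) to FITC-labeled PTAP peptide (50 nM final) in HEPES pH 7.5 buffer with NaCl, Tween 20, EDTA, TCEP. Compounds added before peptide; binding 20 min at RT.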
# Eya2 phos inh: qHTS Assay for Inhibitors of the Phosphatase Activity of Eya2; Protein phosphatase EYA2 (Homo sapiens), O00167; recombinant Eya2, OMFP fluorescence dephosphorylation (OMFP is methylfluorescein phosphate); Potency, µM (highest dose often 76.9 µM), inactives show at the highest dose activity, negative = inhibition, usual class: inhibitors; 330,000 tested, 0.006% active; AID 488837, 2010; also: potency is read from the fitted curve at half-maximal effect; % is scaled to controls: 0 for no effect and ±100 for the full control effect
#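 Eya2 (0.2 uM) preincubated 10 min at ambient with compound, then OMFP substrate added at 50 uM; 10 min reaction in 50 mM HEPES pH 7.5, 50 mM NaCl, 5 uM MgCl2, 0.05% BSA, 1 mM DTT. Fluorescence read at Ex 485/Em 525 nm.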
# TCR activator: Activators of T cell receptors: qHTS campaign. primary human leukocytes, anti-CD3, IL-2 HTRF, 48 h. Potency, µM (top dose mostly 9.22 µM), for inactives: top-dose activation of IL-2 secretion, actives largely listed as activators. 330,000 tested, under 10 active. AID 504894, 2011; also: % of control where 0% means no effect
#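 Human primary leukocytes + a-CD3 beads + cpd, 48 hr; IL-2 in supernatant by HTRF (ex 320nm / em 665nm). No co-stimulatory signal supplied.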
# AT treatment: qHTS Assay for Identifying a Potential Treatment of Ataxia-Telangiectasia; […] A-T fibroblasts, KAP-1 phosphorylation AlphaLISA; neocarzinostatin DNA damage 30 min before lysis; Potency, µM (titrated, usually from 57.5 µM), for the others: at the highest dose activation, actives largely listed as activators; 320,000 tested, 0.19% active; also: potency is read from the fitted curve at half-maximal effect; % of control where 0% means no effect; nearly all actives have a fitted effect of over 45% in size
#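 ATM-like activity read as KAP-1 phosphorylation via AlphaLISA donor/acceptor antibody pairs after lysis and 6 hr at 25C. Cells were ATM-null patient fibroblasts ([…], hTERT), dosed 60 min, then exposed to the DSB inducer NCS for 30 min.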
# Chronic BCR inh: qHTS Assay to Find Inhibitors of Chronic Active B-Cell Receptor Signaling | ABC-DLBCL IkBa-CBG/CBR reporter, luminescence ratio, 4 h | Potency, µM (doses to about 46.1 µM), for the others: top-dose ratio change, negative = lower green/red ratio, hits mostly inhibitors | 340,000 tested, 0.05% active | AID 493014, 2011; active = well fitted inhibition curve with a large enough effect in the signal ratio, with a control signal flat, not every such curve was filed as active; inconclusive = small, poorly fitted or top-dose-only effect, or effect the other way, or a change in a side signal; the % refers to the signal ratio;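 also: potency is read from the fitted curve at half-maximal effect; plate controls were basal doxycycline-induced cells for no effect and cells given 10 µM MG132 for full effect; MG132 reads +100%, hits lower the ratio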
#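 Cell line TMD8 (human ABC DLBCL), stably expressing tet-inducible CBG68-IkBa fusion and CBR; IMDM/0.5% FBS; cpd up to 46 uM; dox induction, 4 h, 37C/5% CO2; dual luminescence; green/red ratio; MG132 control.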
# Tb PFK inh: qHTS Assay to Find Inhibitors of T. brucei phosphofructokinase | T. brucei PFK, ADP-Glo luminescence | AID 485367, 2010 | Potency, µM (series often up to 57.5 µM), without a hit: at the top dose activity, negative = inhibition, hits mostly inhibitors | 330,000 tested, 0.17% active;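 also: potency is read from the fitted curve at half-maximal effect; 0% = uninhibited 1x PFK enzyme wells and -100% = no-enzyme wells; nearly all actives have a fitted effect of over 60% in size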
#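 In TEA buffer at pH 8.0 with 5 mM MgCl2, enzyme (1.25 nM) converted F6P (0.5 mM) and ATP (0.1 mM) for 45 min at room temperature. ADP product was read by luciferase luminescence.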
# * hit, by the source's call; ? = inconclusive; . = no result given; [ ] = dose if it differs, or a comment. Unless noted, calls follow the shape of the dose curve; as a rule, active = well fitted curve in the direction sought with a large enough effect; inconclusive = small, poorly fitted or top-dose-only effect, or another doubt; inactive = no such curve, though single readings can be large; an effect the other way counts as inactive or inconclusive.
SMILES,Mito fusion yeast,ELG1 DNA repair,ASM inhibitor,TSHR antag,a7 integrin act,PTAP TSG101 blk,Eya2 phos inh,TCR activator,AT treatment,Chronic BCR inh,Tb PFK inh
CCc1nc2ccc(C(=O)N3CCN(CC)CC3)cc2nc1CC,-19%,0%,6%,17,?,-7%,9%,0%,20%,0%,1%
NC(=O)CC(NC(=O)c1ccccc1)c1ccc(NC2CCCCC2)c([N+](=O)[O-])c1 (stereo not drawn),7%,7%,-12%,0,21%,4%,-1%,2%,-14%,-5%,3%
COc1ccccc1N/C=C(\C#N)c1nc2ccccc2[nH]1,0%,?,16%,-11,-30%,1%,-3%,8%,5%,7%,1%
Clc1ccc2oc(-c3ccccc3)nc2c1,-1%,?,3%,-1,14%,-4%,-1%,6%,3%,?,-3%
Cc1cc(/C=c2/sc3nc4ccccc4n3c2=O)c(C)n1-c1ccccn1,-3%,?,22%,-21,2%[7.66 µM],-7%,1%,.,0%,?,-1%
COc1cc2ccccc2cc1C(=O)N1CCCC1,-3%,-6%,3%,-41,-14%,-3%,-5%,-16%,1%,-8%,1%
CC1(C)CC(=O)c2cnc3nc4ccccc4n3c2C1,3%,-11%,2%,-30,?,0%,1%,-1%,5%,?,-20%
O=c1cc(O)n(-c2ccc(F)cc2)c(=S)[nH]1,2%,3%,-3%,-7,24%,0%,10%,2%,.,?,6%
O=C(NCC1COc2ccccc2O1)c1cccc(S(=O)(=O)NCc2ccccc2)c1 (stereo not drawn),4%,-27%,-4%,1,-6%,-2%,0%,2%,1%,3%,4%
CC1CCCC(NC(=O)CC2Nc3ccccc3NC2=O)C1C (stereo not drawn),1%,1%,26%,7,9%,-1%,9%,0%,-4%,-3%,-3%
NC(=O)c1ccc(NC(=O)Cc2ccc(S(=O)(=O)N3CCCCC3)cc2)cc1,2%,?,4%,-6,5%,-4%,0%,3%,-4%,0%,0%
COC(=O)c1cc(S(=O)(=O)NCCc2ccc(Cl)cc2)c[nH]1,2%,?,-1%,2,0%,-4%,11%,-1%,-5%,0%,-1%
Cc1ccc(NC(=O)CN(C)C(=O)c2cccc(S(=O)(=O)NCc3cccs3)c2)cc1,-3%,3%,-1%,22,-4%,-4%,-18%,-7%,1%,-3%,1%
COc1nc(-c2cccs2)cc(-c2ccc(C)cc2)c1C#N,0%,-2%,104%[activator],-19,13%,-8%,-3%,-5%,6%,-11%,10%
O=C(Nc1ccc(F)cc1)N1CCN(c2nc3ccccc3s2)CC1,-1%,?,-10%,-12,-13%,2%,3%,-4%,-5%,-2%,-6%
Cc1cc(C)c(NC(=O)CNC(=O)Cc2sc(C)nc2-c2ccc(F)cc2)c(C)c1,8%,-22%,1%,14,19%,0%,5%,-5%,0%,-18%,1%
CC1CCCCC12NC(=O)N(CC(=O)NCc1ccc3c(c1)OCO3)C2=O (stereo not drawn),7%,-5%,3%,8,23%,-6%,-4%,-7%,-5%,11%,-3%
CC(C)c1ccc(N(CC(=O)NCc2cccnc2)S(=O)(=O)c2ccccc2)cc1,1%,-2%,-2%,3,30%,-6%,0%,3%,0%,-8%,-2%
CC(=O)N/C(=C\c1ccccc1)C(=O)NCc1ccc2c(c1)OCO2,-5%,?,4%,21,6%,-2%,3%,5%,-5%,1%,-2%
CC(NC(=O)CN1C(=O)NC2(CCc3ccccc32)C1=O)c1ccc2c(c1)OCCO2 (stereo not drawn),-2%,18%,4%,-31,0%,-8%,4%,1%,-5%,0%,5%
O=C(Cn1cc([N+](=O)[O-])cn1)N1CCc2ccccc21,3%,22%,0%,6,-11%,-2%,1%,1%,-2%,-7%,1%
O=C(NC1CCS(=O)(=O)C1)N1CCCCC1 (stereo not drawn),-3%,1%,0%,-4,2%,-2%,5%,-11%,3%,-6%,3%
Cc1ccccc1S(=O)(=O)Cc1ccc(C(=O)NC2CCC(C)CC2)o1 (stereo not drawn),16%,-4%,-1%,-17,-9%,-12%,10%,-4%,3%,?,0%
CCCCCCCCOc1ccc(C(=O)O)cc1,13µM*,30%,-26%,-9,.,-3%,4%,-1%,-16%,1%,4%
COc1ccccc1/C=N/NC(=O)c1cccc(NC(=O)c2ccccc2Cl)c1,5%,18%,-2%,4,44%,-8%,-2%,-3%,-2%,?,9%
Fc1ccccc1CNCc1ccc2c(c1)OCO2,-2%,17%,0%,3,-4%,-9%,13%,.,7%,2%,2%
CSCCC(NC(=O)COc1ccccc1)C(=O)N1CCN(c2ccccc2)CC1 (stereo not drawn),1%,-2%,3%,-29,-3%,1%,-10%,0%,-4%,?,-6%
CCCCC(=O)Nc1ccc(NC(=O)c2ccccc2OC)cn1,9%,18µM*,1%,3,18%,-11%,6%,-1%,6%,10%,-18%
C=C(C)c1cccc(C(C)(C)NC(=O)NC(c2ccccc2)c2ccc(OC)cc2)c1 (stereo not drawn),-1%,-2%,-1%,11,19%,0%,0%,8%[46.1 µM],-6%,?,0%
CCc1ccc2[nH]c(=O)c(CN(Cc3ccccc3OC)Cc3nnnn3Cc3ccco3)cc2c1,0%,10µM*,-12%,-13,-45%[inhibitor],1%,2%,-1%,-3%,?,-5%
CC1CCN(S(=O)(=O)c2cc(C(=O)N3CCN(c4ncccn4)CC3)ccc2Br)CC1,8%,18µM*,-3%,-9,-28%,0%,-15%,5%,-4%,0%,-5%
Cc1cccc(NC(=O)CSc2nnc(CNC(=O)c3ccc(S(=O)(=O)N(C)C)cc3)n2-c2cccc(C)c2)c1,3%,-15%,-2%,8,-6%,-1%,-6%,-4%[46.1 µM],-6%,4%,-5%

# Entries listed so far that contain a nitro group on carbon (2):
SMILES,Mito fusion yeast,ELG1 DNA repair,ASM inhibitor,TSHR antag,a7 integrin act,PTAP TSG101 blk,Eya2 phos inh,TCR activator,AT treatment,Chronic BCR inh,Tb PFK inh
NC(=O)CC(NC(=O)c1ccccc1)c1ccc(NC2CCCCC2)c([N+](=O)[O-])c1 (stereo not drawn),7%,7%,-12%,0,21%,4%,-1%,2%,-14%,-5%,3%
O=C(Cn1cc([N+](=O)[O-])cn1)N1CCc2ccccc21,3%,22%,0%,6,-11%,-2%,1%,1%,-2%,-7%,1%

# 4 successive compounds already listed, for reference:
SMILES,Mito fusion yeast,ELG1 DNA repair,ASM inhibitor,TSHR antag,a7 integrin act,PTAP TSG101 blk,Eya2 phos inh,TCR activator,AT treatment,Chronic BCR inh,Tb PFK inh
C=C(C)c1cccc(C(C)(C)NC(=O)NC(c2ccccc2)c2ccc(OC)cc2)c1 (stereo not drawn),-1%,-2%,-1%,11,19%,0%,0%,8%[46.1 µM],-6%,?,0%
CCc1ccc2[nH]c(=O)c(CN(Cc3ccccc3OC)Cc3nnnn3Cc3ccco3)cc2c1,0%,10µM*,-12%,-13,-45%[inhibitor],1%,2%,-1%,-3%,?,-5%
CC1CCN(S(=O)(=O)c2cc(C(=O)N3CCN(c4ncccn4)CC3)ccc2Br)CC1,8%,18µM*,-3%,-9,-28%,0%,-15%,5%,-4%,0%,-5%
Cc1cccc(NC(=O)CSc2nnc(CNC(=O)c3ccc(S(=O)(=O)N(C)C)cc3)n2-c2cccc(C)c2)c1,3%,-15%,-2%,8,-6%,-1%,-6%,-4%[46.1 µM],-6%,4%,-5%

# Bioassay records: PubChem, National Center for Advancing Translational Sciences (NCATS)
